Screening results from PubChem.
M5 ag: CHRM5 agonism in calcium assay; CHO-K1 hM5 cells, Fluo-8 calcium fluorescence; 0% DMSO wells, 100% maximal acetylcholine response; activation, % at 3 µM; hit rate 0.19% among 360,000;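 active = activation above the run's mean over test compounds plus 3 SD, cut at about 23% in these data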;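 also: signal is peak over basal fluorescence ratio across the kinetic read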
Target sequence (P08912 whole entry, looked up): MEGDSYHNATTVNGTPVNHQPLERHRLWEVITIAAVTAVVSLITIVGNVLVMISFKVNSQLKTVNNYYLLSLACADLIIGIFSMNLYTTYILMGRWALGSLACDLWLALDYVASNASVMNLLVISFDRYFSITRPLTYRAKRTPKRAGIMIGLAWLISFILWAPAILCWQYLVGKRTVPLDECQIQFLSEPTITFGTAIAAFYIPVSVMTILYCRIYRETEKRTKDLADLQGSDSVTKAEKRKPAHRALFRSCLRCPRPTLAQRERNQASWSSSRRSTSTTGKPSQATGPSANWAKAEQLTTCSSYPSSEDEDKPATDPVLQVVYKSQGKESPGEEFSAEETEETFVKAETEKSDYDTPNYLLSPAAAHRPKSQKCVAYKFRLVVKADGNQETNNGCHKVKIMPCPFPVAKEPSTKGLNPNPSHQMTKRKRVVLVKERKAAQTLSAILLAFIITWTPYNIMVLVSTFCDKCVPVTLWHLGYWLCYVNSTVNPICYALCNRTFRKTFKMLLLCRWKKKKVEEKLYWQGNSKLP
M4 antag: blocks acetylcholine activation of human M4 receptor. inhibition, % at 3 µM. CHO-hM4 cells, ACh EC80, Fluo-8 calcium fluorescence. hit rate 0.73% among 360,000. P08173. AID 624125;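 active = inhibition above its plate's cutoff, the mean inhibition of sample wells plus 3 SD, cut at about 27% in these data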;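 also: 0% = acetylcholine EC80 with DMSO and 100% = DMSO without agonist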
Target sequence (P08173 whole entry, looked up): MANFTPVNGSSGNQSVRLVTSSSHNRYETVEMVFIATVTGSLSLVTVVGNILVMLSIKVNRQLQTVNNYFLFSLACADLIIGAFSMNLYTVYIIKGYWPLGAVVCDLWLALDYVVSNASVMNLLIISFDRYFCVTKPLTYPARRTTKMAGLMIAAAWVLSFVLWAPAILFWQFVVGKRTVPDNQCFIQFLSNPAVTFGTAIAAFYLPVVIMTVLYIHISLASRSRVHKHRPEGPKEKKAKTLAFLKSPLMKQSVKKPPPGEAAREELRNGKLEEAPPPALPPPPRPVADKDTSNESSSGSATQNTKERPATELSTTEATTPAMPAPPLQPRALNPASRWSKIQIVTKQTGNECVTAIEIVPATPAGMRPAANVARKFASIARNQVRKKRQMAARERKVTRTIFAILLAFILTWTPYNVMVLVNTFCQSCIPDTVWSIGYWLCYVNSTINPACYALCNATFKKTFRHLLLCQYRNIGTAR
M5 antag: CHRM5 antagonism in calcium assay; CHO-hM5 cells, Fluo-8 calcium fluorescence, ACh EC80; P08912; inhibition, % at 3 µM; AID 624040; hit rate 0.59% among 360,000;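 active = inhibition above a per-plate cutoff, the mean of that plate's test compounds plus 3 SD, cut at about 27% in these data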;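 also: 0% = acetylcholine EC80 with DMSO and 100% = DMSO without agonist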
M4 ag: agonists of human muscarinic M4 receptor (CHRM4); P08173; CHO-K1 hM4/Gqi5, Fluo-8 calcium fluorescence; vehicle 0%, full acetylcholine response 100%; activation, % at 3 µM; hit rate 0.14% among 360,000; AID 624127;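 active = activation above the run mean over all test wells plus 3 SD, cut at about 32% in these data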;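 also: peak over basal fluorescence ratio per well then scaled between controls; 0% = DMSO wells and 100% = acetylcholine at EC100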
CRFR2-BP antag: blocks CRF-induced signaling of the CRF-BP/CRF-R2 complex; hit rate 0.59% among 350,000; inhibition, % at 11.8 µM; AID 588475; HEK293 CRF-R2/CRF-BP, CRF-induced calcium fluorescence;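 active = inhibition of the ligand-induced calcium signal above about 50% at the single tested concentration, limit read from the data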
CHRM1 PAM: human CHRM1 positive allosteric modulation; CHO-K1 hM1, Fluo-8 calcium fluorescence, ACh EC20; 0% = ACh EC20, 100% = maximal ACh; activation, % at 3 µM; hit rate 0.088% among 360,000; in the data active = activation above about 19%, passing the limit was not always enough
CRFBP-R2 agonist: CRF-BP/CRF-R2 complex agonism | HEK293 CRF-R2/CRF-BP, calcium dye fluorescence (FLIPR); percent of saturating CRF peptide response | activation, % at 13.2 µM | hit rate 0.46% among 350,000 | AID 588473;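 active = activation of at least 50%, plus an integration ratio under a set limit after plate pattern correction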;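 also: plate controls were neutral control wells without compound for no effect and CRF at EC100 for full effect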
CHRM4 PAM: CHRM4 positive allosteric modulation. CHO-K1 hM4/Gqi5, Fluo-8 calcium fluorescence, ACh EC20; 0% = ACh EC20, 100% = maximal ACh. hit rate 0.4% among 360,000. AID 624126. activation, % at 3 µM;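 active = activation above its plate's cutoff, the mean activation of sample wells plus 3 SD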; also: some results filed as inactive read as strong as hits
M5 PAM: CHRM5 positive allosteric modulation. AID 624038. hit rate 0.3% among 360,000. CHO-K1 hM5, Fluo-8 calcium, ACh EC20 PAM; 0% = ACh EC20, 100% = ACh EC100. P08912. activation, % at 3 µM;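 active = activation above the run cutoff, the mean activation of all test compounds plus 3 SD, cut at about 18% in these data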
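Test system: CHO-K1 hM5 cells / Doses: single-point, 3 µM nominal / Times: Post-acetylcholine fluorescence recording 140 s / Technique: Fluo-8 calcium fluorescence / Measure: Max/basal fluorescence ratio as % of EC20–EC100 ACh window / Benchmarks: low control EC20 acetylcholine (0%), high control EC100 acetylcholine (100%) / Replicates: one well per compound, no replicates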
An asterisk follows results filed as active; x = no result given.

SMILES	M5 ag	M4 antag	M5 antag	M4 ag	CRFR2-BP antag	CHRM1 PAM	CRFBP-R2 agonist	CHRM4 PAM	M5 PAM
O=S(=O)(c1cccc2ccccc12)N1Cc2ccccc2-n2nncc2C1	2	-9	10	13	-5	-6	-0.5	-8	-5
COCCCNC(=O)c1c(NC(=O)c2ccccc2)n(Cc2ccccc2)c2nc3ccccc3nc12	2	-8	-6	1	-7	6	0.9	8	2
COc1ccc(C(C)=O)cc1CC(C(=O)c1ccc(C)cc1)N(C)C (stereo not given)	-8	3	1	0	-5	-1	-1.2	-5	-3
CN1CN=C(N[N+](=O)[O-])N(Cc2ccco2)C1	-2	4	-3	0	3	-3	-1.7	7	4
N=C1c2ccccc2CN1c1cccc([N+](=O)[O-])c1	-6	-13	0	1	-3	5	0.8	-3	3
COc1ccc(OC)c(N2C(=O)NC(=O)C3(Cc4cc(C)ccc4N(C)C3)C2=O)c1 (stereo not given)	1	9	1	0	-4	10	-0.5	15	5
O=C1NC(=O)C2(CCN(c3ccccc3)CC2)C(=O)N1	1	-6	1	1	-6	-5	1.4	3	-2
COCCN1C(=O)NC(=O)/C(=C\c2ccc(F)cc2)C1=O	4	-3	3	2	1	8	0.3	-1	5
Cc1c(CCC(=O)N2C[C@H]3C[C@@H](C2)c2cccc(=O)n2C3)c(=O)oc2c(C)c(O)ccc12	-1	-9	0	6	x	0	x	-4	-4
CN(C)c1ccc(C(=O)c2ccc(N(C)C)cc2)cc1	-2	5	-10	-2	34	5	1.8	-1	5
C/C(=N\NC(=O)c1ccccc1Cl)c1c(O)n(C2CCCCC2)c(=O)[nH]c1=O	-5	6	16	1	11	7	1.2	-1	-7
Cc1cccc(OCC(=O)N2CCN(Cc3ccncc3)CC2)c1	-1	-4	-4	1	36	4	1.0	2	-3
CC(=NCc1cccnc1)c1c(O)n(-c2ccccc2C)c(=O)[nH]c1=O	2	2	0	2	5	0	-1.1	-8	-5
C[C@]12CCC3C(CC[C@H]4C[C@H](O)CC[C@]34C)C1C[C@H](O)[C@@H]2O (stereo not given in full)	5	2	5	16	0	-13	-4.2	-6	-28
O=[N+]([O-])/C=C/c1c(Cl)cccc1Cl	-3	18	29*	16	-25	-12	11	-9	-24
O=C1NC(=S)NC(=O)C1=Cc1ccc(OCc2ccccc2)cc1	0	-8	2	2	2	4	-2.6	3	-3
O=C(O)C1=CC2c3ccccc3C1c1ccccc12	-1	-2	4	0	8	2	8.9	-3	6
C=CC1CN2CCC1CC2[C@@H](OC(=O)c1ccc(OC)cc1)c1ccnc2ccccc12 (stereo not given in full)	-9	6	14	-1	-13	-24	-3.1	-4	-12
CC(C)(C)C(=O)N1Cc2cc(-c3cccc(F)c3)ccc2-n2nncc2C1	1	0	5	6	x	0	x	-4	-7
CCCNc1nc(OC)nc(N2CC3CC(C2)c2cccc(=O)n2C3)n1 (stereo not given)	3	-10	2	2	4	-1	1.4	3	3
CC(C)CCOP(N)(=O)Oc1ccccc1Cl (stereo not given)	-1	-7	5	2	7	4	-3.4	-3	9
COc1cccc(-n2c(=S)[nH]c3ccccc3c2=O)c1	0	12	2	1	-5	3	-2.2	0	-3
O=C1CCCN1c1ccc(S(=O)(=O)O)cc1 (tested in a mixture with another compound)	-2	0	8	0	7	-4	-2.0	2	-4
Fc1ccc(NC2=NCCS2)cc1Cl	-8	3	-10	2	-20	-10	2.6	-6	-5
CCOc1ccc(-n2c(O)c(N=Nc3c(C)n(C)n(-c4ccccc4)c3=O)c(=O)[nH]c2=O)cc1	-3	-5	8	0	-11	13	0.2	6	-1

Reformatted bar-delimited: entries from further up.
Structure | M5 ag | M4 antag | M5 antag | M4 ag | CRFR2-BP antag | CHRM1 PAM | CRFBP-R2 agonist | CHRM4 PAM | M5 PAM
Fc1ccc(NC2=NCCS2)cc1Cl | -8 | 3 | -10 | 2 | -20 | -10 | 2.6 | -6 | -5
Cc1c(CCC(=O)N2C[C@H]3C[C@@H](C2)c2cccc(=O)n2C3)c(=O)oc2c(C)c(O)ccc12 | -1 | -9 | 0 | 6 | x | 0 | x | -4 | -4
CN(C)c1ccc(C(=O)c2ccc(N(C)C)cc2)cc1 | -2 | 5 | -10 | -2 | 34 | 5 | 1.8 | -1 | 5
C=CC1CN2CCC1CC2[C@@H](OC(=O)c1ccc(OC)cc1)c1ccnc2ccccc12 (stereo not given in full) | -9 | 6 | 14 | -1 | -13 | -24 | -3.1 | -4 | -12
CC(C)(C)C(=O)N1Cc2cc(-c3cccc(F)c3)ccc2-n2nncc2C1 | 1 | 0 | 5 | 6 | x | 0 | x | -4 | -7
COCCCNC(=O)c1c(NC(=O)c2ccccc2)n(Cc2ccccc2)c2nc3ccccc3nc12 | 2 | -8 | -6 | 1 | -7 | 6 | 0.9 | 8 | 2

Next records
SMILES	M5 ag	M4 antag	M5 antag	M4 ag	CRFR2-BP antag	CHRM1 PAM	CRFBP-R2 agonist	CHRM4 PAM	M5 PAM
OC1(c2ccc(F)cc2)CCNC1 (stereo not given)	-1	18	-8	0	1	11	1.2	-1	3
CN1C(=O)C(Cc2cccc3ccccc23)C(=O)N(C)C1=O	-2	8	-2	0	-6	8	2.1	0	-3
C[C@H]1CCC[C@H](O)CCCCCc2cc(O)cc(O)c2C(=O)O1	1	4	1	1	-34	1	-0.1	-4	-4
CCCN1CCCC(C(=O)c2cc(C)c(OC)c(C)c2)C1 (stereo not given)	-22	-2	11	1	-1	-4	4.6	-7	-20
CC(C)C(C)(NC(=O)c1cccn(Cc2ccc3c(c2)OC(F)(F)O3)c1=O)C(N)=O (stereo not given)	4	0	-6	3	-13	9	2.1	-2	6
O=c1[nH]c(=O)n(Cc2ccccc2)c(O)c1/C=N/Nc1c(F)c(F)c(F)c(F)c1F	-4	1	2	1	-10	7	1.4	-3	-3
COC(=O)C1=C(c2ccccc2OCc2ccccc2)C[C@@H]2CC[C@H]1N2C(=O)NC1CCN(Cc2ccccc2)CC1	-9	-5	6	3	-2	4	-1.5	4	-6
CS(=O)(=O)c1ccc(C2=C(CNC(=O)c3ccc([N+](=O)[O-])cc3)[C@H]3CC[C@@H](C2)N3Cc2ccccc2)cc1	-3	5	8	1	10	-12	0.1	-7	0
COC(=O)C1=C(c2cccc(OCc3ccccc3)c2)C[C@@H]2CC[C@H]1N2C(=O)NCc1ccccc1OC	-7	-16	6	3	14	10	2.5	5	-6
S=P(NCCSCc1ccccc1)(N1CC1)N1CC1	2	-3	-1	3	11	0	3.3	7	8
COc1ccc(CN2CCN(C(=O)COc3cccc(C)c3)CC2)c(OC)c1	-3	1	-3	1	-12	1	0.0	-1	1
O=c1[nH]c(=O)n(Cc2ccco2)c(O)c1C=NCCCn1ccnc1	-2	7	0	0	0	11	0.8	4	1
C[C@@H]1CN([C@@H](C)CO)C(=O)CCCn2nncc2CO[C@H]1CN(C)C(=O)Oc1ccc2ccccc2c1	0	6	15	0	-15	9	-0.5	3	-2
c1ccc(P(c2ccccn2)c2ccccn2)cc1	-2	2	0	-1	25	15	-0.6	3	-1
O=C1NCN(c2ccccc2)C12CCN(C(c1ccccc1)c1nnnn1-c1ccc3c(c1)OCCO3)CC2 (stereo not given)	4	-15	12	7	x	20	x	3	-6
COc1ccccc1N1CCN(Cc2ccc(F)cc2)CC1	-6	-9	4	0	-33	6	-0.3	-6	-3
CCn1c(O)c(C=Nc2ccc(N3CCOCC3)cc2)c(=O)n(CC)c1=S	-1	-10	-3	4	-159	2	97*	13	3
c1ccc2c(N3CCNCC3)cccc2c1	0	12	6	3	-17	-9	-2.3	-12	-11
Cn1cnc(CCN)c1	1	-3	-1	1	-1	9	-0.8	5	0
O=C(Cc1ccccc1)OC(COCc1ccccc1)CN1CCOCC1 (stereo not given)	1	10	2	-1	0	-1	1.4	-9	-8
c1cncc(C2CCCCN2Cc2ccc3c(c2)OCO3)c1 (stereo not given)	-7	-1	8	-1	19	-14	0.9	-3	-2
COC(=O)C1=C(c2ccc(C(C)=O)cc2)C[C@@H]2CC[C@H]1N2C(=O)NCCCOC(C)C	2	-14	-1	1	7	6	-0.3	13	2
Cc1ccc(CN2C3CCCC2CC(NC(=O)Nc2cccc(F)c2)C3)cc1 (stereo not given)	-9	15	11	7	-51	-18	1.5	-17	-14
NS(=O)(=O)OC(CCc1ccccc1)C(Cl)(Cl)Cl (stereo not given)	-2	4	-13	0	0	7	-1.4	-1	9
CCCCCn1c(=O)c(C(=O)Nc2c(C)n(C)n(-c3ccccc3)c2=O)c(O)c2ccccc21	-3	8	-3	0	57*	-4	-0.4	-3	4

More results:
SMILES	M5 ag	M4 antag	M5 antag	M4 ag	CRFR2-BP antag	CHRM1 PAM	CRFBP-R2 agonist	CHRM4 PAM	M5 PAM
Cc1cc(OCC(=O)NC(Cc2ccc(Cl)cc2)C(=O)O)c2c3c(c(=O)oc2c1)CCCC3 (stereo not given)	5	-9	8	-1	-8	3	0.8	1	-3
CCN(CC)S(=O)(=O)N1CCC(C(=O)N2CCC3(CC2)OCCO3)CC1	-4	0	0	0	2	11	0.6	-4	-1
CCCCn1c(NC(=O)c2ccco2)c(C(=O)OCC)c2nc3ccccc3nc21	-1	9	-1	2	-4	5	2.3	-2	-4
COc1ccc(CCC(=O)N2C[C@H]3C[C@@H](C2)c2cccc(=O)n2C3)cc1	1	-9	6	0	4	5	0.3	9	3
O=C(c1ccc(Cl)cc1)C1CCCN(Cc2ccc3ncccc3c2)C1 (stereo not given)	-12	28*	14	8	-4	-20	13	-22	-30
COc1ccc(-c2ccc3c(c2)CN(C(=O)C(C)(C)C)Cc2cnnn2-3)cc1	-1	-11	2	8	x	1	x	-3	-2
CN1CCN(c2nccc3c2ncn3C)CC1	-6	-4	7	0	-5	-3	1.2	-6	-7
COC(=O)C1=C(c2ccc(OC)c(OC)c2)C[C@@H]2CC[C@H]1N2C(=O)NCCc1ccccc1	-6	7	6	-1	5	-1	-1.3	-6	6
COC(=O)C1=C(c2ccc(-c3ccccc3)c(F)c2)C[C@@H]2CC[C@H]1N2C(=O)N1CCOCC1	1	4	-1	7	10	2	-2.0	-4	-2
Cc1ccc(OCC(=O)Nc2ccc(Cl)cc2C(=O)c2ccccc2)cc1	-1	-7	2	0	-16	7	-0.8	3	-1
CC1CCOC(=O)C=CC=CC(=O)OC2CC3OC4C5OC5(C)C(O)CC4(COC(=O)C1O)C2(C)C31CO1 (stereo not given)	-1	-11	-1	3	33	5	1.7	4	1
N=C1c2ccccc2CN1NC(=O)C1CC1	0	6	-2	1	-13	0	0.0	-1	3
CC1CCC(C(C)C)C(OP(N)(=O)c2ccccc2)C1 (stereo not given)	-1	5	-1	0	-15	14	0.8	-1	-2
CC1=NOC2(C)Nc3ncnn3C(c3ccccc3)C12 (stereo not given)	-2	4	4	1	37	7	-3.9	-4	-7
CCc1nn2c(=O)c(F)c(N3CCNCC3)nc2s1	2	-4	4	0	x	-9	x	7	-1
Cc1ccc(OC(F)F)c(N2C(=O)C3C4CCC(O4)C3C2=O)c1 (stereo not given)	1	-2	10	1	-2	11	-1.1	6	-7
CCOC(=O)c1cccc(C2=C(CNC(=O)c3ocnc3C)[C@H]3CC[C@@H](C2)N3Cc2ccccc2)c1	-2	0	3	0	16	2	1.8	-5	-2
CC1([N+](=O)[O-])COP(=O)(Nc2ccc(F)cc2)OC1 (stereo not given)	4	-10	-2	3	18	10	0.6	4	9
COc1ccccc1NC(=O)c1cn(CCC#N)nc1-c1cccc(Cl)c1	12	7	5	3	4	3	-2.1	0	3
COc1ccc(C=C2C(=O)N(C)C(=O)N(C)C2=O)cc1COc1ccc(NC(C)=O)cc1	5	9	-8	1	8	15	2.9	2	9
CNC(=S)N1CCn2cccc2C1c1cccnc1 (stereo not given)	-1	1	0	2	4	8	7.0	4	-1

An excerpt. The share of hits here may be higher or lower than overall.
